AHR activator: activates the human aryl hydrocarbon receptor | P35869 | AHR-responsive luciferase reporter cells, luminescence | activation, % at 5 µM | 320,000 tested, 2.5% active | AID 2796; in the data active = activation above about 47%;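 also: 0% = vehicle wells and 100% = reference agonist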
MEP2 TOR yeast: alters MEP2-GFP fluorescence in TOR pathway yeast screen. GFP response vs DMSO, % at 10 µM. 330,000 tested, 0.51% active. S. cerevisiae MEP2-GFP strain, flow cytometry GFP, 3 h; 100% = DMSO control level;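 active = GFP response versus DMSO above a set limit, roughly screen mean plus 3 SD, cut at about 180% in these data; inconclusive = fewer than 70 cells counted for a yeast strain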;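 also: median GFP fluorescence of the barcode-gated MEP2-GFP cells per well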
LAP4-GFP MLPCN: modulators of TOR pathway LAP4-GFP in S. cerevisiae; S. cerevisiae LAP4-GFP multiplex, flow cytometry GFP, 3 h; median GFP as percent of DMSO wells; GFP response vs DMSO, % at 10 µM; 320,000 tested, 0.34% active;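 active = GFP response vs DMSO above a set limit, about the screen mean plus 3 SD, cut at about 150% in these data; inconclusive = under 70 cell events counted for the yeast strain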
Yeast superoxide: yeast age-related superoxide inhibition as caloric restriction mimetic; S. cerevisiae aged cells, superoxide DHE fluorescence; stronger effect = lower value; superoxide response (% of plate mean), % at 10 µM; 330,000 tested, 0.18% active;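 active = superoxide response under a set limit, about three screen SD below normal, cut at about 65% in these data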;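 also: yeast aged for seven days with compound at 30 °C before DHE staining; 100% = average MFI of all compound-treated wells on the plate with controls excluded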
GASC-1 inh: human JMJD2C demethylase inhibition; Q9H3R0; GST-JMJD2C(1-420) H3K9me3 demethylation, DELFIA europium; inhibition, % at 2.35 µM; 330,000 tested, 0.069% active;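 active = more than half of a compound's replicate wells show inhibition beyond 50%, single wells judged on their own value; inconclusive = some, but no more than half, of replicates pass 50% inhibition; inactive = no replicate passes 50% inhibition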;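 also: signal counts dimethyl H3K9 product captured on neutravidin plate; 0% = median of DMSO wells and 100% = 0.3 times that DMSO median; strong numbers were not always called active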
Target sequence (Q9H3R0 1-420 limits assumed): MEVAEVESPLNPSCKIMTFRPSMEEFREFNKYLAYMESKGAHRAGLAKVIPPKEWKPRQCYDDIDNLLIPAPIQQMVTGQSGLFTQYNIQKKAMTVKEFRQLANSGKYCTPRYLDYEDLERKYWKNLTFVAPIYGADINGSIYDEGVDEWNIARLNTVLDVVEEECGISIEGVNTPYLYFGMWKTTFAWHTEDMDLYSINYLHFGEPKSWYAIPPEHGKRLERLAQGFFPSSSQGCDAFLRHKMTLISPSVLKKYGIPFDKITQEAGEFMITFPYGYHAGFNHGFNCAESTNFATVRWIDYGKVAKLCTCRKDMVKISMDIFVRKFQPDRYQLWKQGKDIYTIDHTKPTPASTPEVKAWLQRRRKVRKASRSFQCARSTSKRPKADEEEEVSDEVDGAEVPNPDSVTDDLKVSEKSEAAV
proCasp3 act: activates human procaspase-3; P42574; recombinant procaspase-3 D3A, Ac-DEVD-pNA absorbance 405 nm; activation, % at 8.5 µM; 330,000 tested, 0.11% active; AID 463141;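 active = activation above the mean of all tested compounds plus 3 SD, cut at about 21% in these data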;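 also: 0% = DMSO alone and 100% = DMSO wells spiked with extra 5 µM PC-3 D3A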
Target sequence (P42574 whole entry D9A/D28A/D175A): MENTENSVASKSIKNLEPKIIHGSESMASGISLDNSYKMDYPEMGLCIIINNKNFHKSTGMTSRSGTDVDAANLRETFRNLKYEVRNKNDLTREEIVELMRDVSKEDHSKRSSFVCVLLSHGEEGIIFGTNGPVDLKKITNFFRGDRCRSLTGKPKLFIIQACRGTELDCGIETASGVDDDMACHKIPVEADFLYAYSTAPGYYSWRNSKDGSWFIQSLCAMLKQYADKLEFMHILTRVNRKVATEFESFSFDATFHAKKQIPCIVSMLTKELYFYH
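Assay system – Procaspase-3 D3A mutant, all three cleavage aspartates alanine · Controls – DMSO-only low control, 5 µM PC-3 D3A high control · Schedule – 1 h compound preincubation, 2 h substrate hydrolysis at 25 °C · Signal – 405 nm absorbance of p-nitroaniline, reads at 0 and 120 min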
RPL19A-GFP yeast: yeast TOR pathway RPL19A-GFP modulation. 330,000 tested, 0.3% active. percent response vs DMSO, % at 10 µM. S. cerevisiae RPL19A-GFP strain, flow cytometry, 3 h; stronger effect = lower value;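 active = percent response vs DMSO below 50%; inconclusive = fewer than 70 events counted for the yeast strain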;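 also: median channel GFP fluorescence of the barcoded RPL19A-GFP strain; ratio of sample median GFP to plate DMSO average so 100% = DMSO; lower means less RPL19A-GFP as with rapamycin TOR inhibition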
procasp7 counter: counter-screen: procaspase-7 (human) activation; recombinant procaspase-7, Ac-DEVD-pNA absorbance 405 nm; D23A/D198A/D206A triple mutant, cannot self-cleave; scale: DMSO 0, 5 µM enzyme 100; 330,000 tested, 0.093% active; activation, % at 8.5 µM; P55210;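 active = percent activation above the screen-wide mean plus 3 SD, cut at about 25% in these data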
Target sequence (P55210 whole entry D23A/D198A/D206A): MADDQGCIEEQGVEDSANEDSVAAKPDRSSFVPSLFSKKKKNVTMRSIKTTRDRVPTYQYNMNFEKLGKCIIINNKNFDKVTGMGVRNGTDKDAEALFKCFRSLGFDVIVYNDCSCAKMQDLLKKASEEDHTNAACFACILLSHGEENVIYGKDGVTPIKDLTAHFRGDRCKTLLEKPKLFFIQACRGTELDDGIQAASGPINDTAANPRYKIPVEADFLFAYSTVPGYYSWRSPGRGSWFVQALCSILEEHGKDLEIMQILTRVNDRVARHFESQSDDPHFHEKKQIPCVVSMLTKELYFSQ
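Replicates: singlicate. Assay system: Procaspase-7 triple mutant (PC-7 D3A). Signal: 405 nm absorbance of p-nitroaniline. Times: 1 h preincubation, 2 h reaction. Buffer or medium: Zinc-free HEPES pH 7.4 with 300 mM NaCl, 0.01% Triton X-100. Also added: DEVD-pNA substrate. Benchmarks: DMSO wells as 0%, DMSO with 5 µM added PC-7 as 100%.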
Active calls of the source: *; i = inactive; ? = inconclusive; . = not tested or not shown; & = joins results of further samples; [ ] = dose if it differs, or a comment.

SMILES | AHR activator | MEP2 TOR yeast | LAP4-GFP MLPCN | Yeast superoxide | GASC-1 inh | proCasp3 act | RPL19A-GFP yeast | procasp7 counter
CCCCCCCC1(C)NC(=O)N(CC(=O)Nc2cc(C)on2)C1=O (stereo unspecified) | 0 | 104 | 103 | 99 | 6 | -1 | 110 | 2
Cc1ccc(NC(=O)COc2ccc(/C=C3/SC(=Nc4ccccc4)N(Cc4cccnc4)C3=O)cc2)cc1 | 4 | 96 | 94 | 96 | 4 | 5 | 94 | -10
CCC(CC)C(=O)NCCc1cc2c(C)ccc(C)c2[nH]c1=O | 10 | 102 | 101 | 99 | 7 | -1 | 98 | -7
O=C(COc1ccccc1Cc1ccccc1)Nc1cccnc1 | 9 | 95 | 101 | 117 | -7 | 5 | 98 | -9
Cc1nn(C)c(C)c1CNC(=O)c1nn2c(c1Cl)NC(c1cccs1)CC2C(F)(F)F (stereo unspecified) | -1 | 103 | 96 | 102 | -20&-7 | 2 | 96 | 7
CCc1noc(C)c1C(=O)Nc1nc(-c2ccc(F)cc2)c(C)s1 | 95* | 96 | 100 | 102 | 5 | -1 | 95 | -11
COCCNC(=O)Cn1c(=O)n(CCCCCC(=O)Nc2ccccc2)c(=O)c2sccc21 | 18 | 104 | 94 | 103 | -5 | 1 | 103 | 1
CCN1C(=S)N[C@@H](c2cccs2)C(C(=O)OC)=C1C | 1 | 94 | 116 | 89 | 2 | 7 | 98 | -3
COC1=CCC2([N+](=O)[O-])CN(CC(=O)O)CC1([N+](=O)[O-])C2 (stereo unspecified) | 0 | 104 | 99 | 99 | -5 | -11 | 105 | -2
COc1cc(C(=O)N2CCN(Cc3ccc4c(c3)OCO4)CC2)cc(OC)c1OC | -6 | 100 | 86 | 105 | -2 | 8 | 100 | 0
Cc1ccc(-n2nc3c(=O)n(CCCC(=O)N4CCC(C(N)=O)CC4)nc(C)c3c2C)cc1 | 1 | 101 | 104 | 81 | 3 | -1 | 102 | -2
CN=C(Nc1cccc(OC)c1)SC1CC(=O)N(c2ccc(C(=O)O)cc2)C1=O (stereo unspecified) | -1 | 90 | 89 | 99 | 2 | -6 | 90 | 11
CCn1c(CCNC(=O)c2ccc(Cl)c(Cl)c2)nnc1SCCOc1ccc(OC)cc1 | -3 | 106 | 102 | 98 | -4 | 12 | 105 | -3
CC(=O)Nc1ccc(CN2CCN(C3CCCC3)C(CCO)C2)cc1 (stereo unspecified) | 1 | 105 | 99 | 95 | 1 | 9 | 99 | 7
O=C(O)c1cccc(NC(=O)c2cccc(S(=O)(=O)N3CCc4ccccc43)c2)c1 | 7 | 110 | 103 | 115 | -5 | -2 | 107 | -6
COC(=O)c1nn(C23CC4CC(CC(C4)C2)C3)c2c1C(=O)N(c1ccc(F)cc1)C2=O | 0 | 105 | 106 | 94 | -7 | 7 | 102 | 4
CCOc1ccc(C(=O)CCC(=O)Nc2ccccc2C)cc1 | . | 108 | 99 | 101 | 3 | . | 105 | .
CCN(Cc1ccc(O)cc1)CC1CCCN(CCc2cccc(F)c2)C1 (stereo unspecified) | 0 | 113 | 107 | 106 | -15 | -3 | 108 | 11
CCn1c(C)cc2c(c1=O)C(c1ccccc1)C(C(=O)OC)=C(N)O2 (stereo unspecified) | 22 | 100 | 103 | 121 | 0 | -5 | 100 | -13
COc1ccc(C2C(Oc3ccccc3C)C(=O)N2Cc2ccc(F)cc2)cc1OC (stereo unspecified) | 1 | 92 | 90 | 94 | 0 | 7 | 89 | -4
Cc1cccc(NC(=S)N(CCN(C)C)Cc2cc3cc(C)cc(C)c3[nH]c2=O)c1 | 6 | 105 | 106 | 101 | 19 | 1 | 100 | 11
O=C(O)c1ccc(O)c(O)c1 | -1 | 106 | 106 | 94 | -20 | 2 | 98 | 12
COC(=O)CN1C(=O)C(C)(C)Oc2ccc(C(=O)NC3CCCC3)cc21 | 2 | 106 | 97 | 107 | 2 | 8 | 100 | 5
CCNc1nc(NCC)nc(SCC(C)=O)n1 | 0 | 100 | 104 | 101 | 6 | -7 | 95 | -1
CCN(CC)CCCNC(=O)CN1C(=O)CSc2ccc(S(=O)(=O)N3CCOCC3)cc21 | -4 | 100 | 89 | 116 | -12 | 2 | 103 | 0
CCOc1ccc(C(=O)Cn2cnc3ccccc3c2=O)cc1 | 5 | 102 | 92 | 101 | -3 | 5 | 103 | 2
Cc1nc2ccccc2c(=O)n1NC(=O)c1cccnc1Cl | -2 | 102 | 98 | 104 | 38 | 4 | 99 | 14
Cc1ccc(S(=O)(=O)N2CCCC2)cc1C(=O)NCC(C)(C)N1CCOCC1 | -1 | 97 | 87 | 117 | -9 | -1 | 95 | -1
CCOc1ccc(S(=O)(=O)NCCC(=O)NCCCSc2ccccc2)cc1 | 3 | 95 | 101 | 103 | 2 | -4 | 99 | 0
N#C/C(=C/c1cccc([N+](=O)[O-])c1)C(=O)Nc1ccccc1O | 46 | 90 | 111 | 88 | 9 | 9 | 92 | 0
Cc1c(Cl)cccc1NC(=S)NCCN1CCOCC1 | 0 | 98 | 92 | 110 | 5 | -7 | 102 | -5
Cc1c(NC(=O)c2cc(C(C)C)on2)c(=O)n(-c2ccccc2)n1C | 1 | 116 | 114 | 92 | -8 | 4 | 112 | 3
COc1ccc(OC)c(NC(=O)[C@@]2(CC(=O)O)CC(/C=C/c3ccccc3)=NO2)c1 | 8 | 107 | 96 | 100 | -3 | 4 | 106 | 3
C[C@H](CO)N1C[C@H](C)[C@@H](CN(C)S(=O)(=O)c2ccccc2)Oc2c(NC(=O)NC3CCCCC3)cccc2C1=O | 2 | 98 | 115 | 96 | . | -2 | 96 | -5
CCOC(=O)c1sc(N(Cc2ccccc2)C(=O)CCl)nc1C | 3 | 92 | 96 | 117 | 59 | -10 | 95 | -20
CCn1c(C)c(C)c2cc(C(=O)NCCCN3CCCCCC3)ccc21 | 2 | 108 | 91 | 112 | -6 | 4 | 99 | -5
O=C(Cn1nc2sc3ccccc3n2c(=O)c1=O)c1cccs1 | 2 | 100 | 115 | i | 8 | 2 | 103 | 3
CCCOP(=O)(c1ccc(N(C)C)cc1)C(O)c1cc(OC)ccc1OC (stereo unspecified) | 5 | 106 | 97 | 104 | -9 | -2 | 108 | 9
O=C(Cc1ccc(Cl)cc1Cl)OCC(=O)c1ccc[nH]1 | 1 | 96 | 108 | 93 | 44 | 4 | 94 | 1
CCCn1nnc(NC(=O)c2ccc(OCC)c(Cl)c2)n1 | 14 | 99 | 99 | 124 | -13 | -3 | 94 | 9
COc1ccc(C2=NN(c3nc(-c4ccc(CNC(C)=O)cc4)cs3)C(c3ccco3)C2)cc1 (stereo unspecified) | 0 | 108 | 99 | 73 | 22 | -7 | 101 | -28
Cc1cn(-c2cccnc2)c(C)c1CNC[C@H]1O[C@@H](n2cnc3c(N)ncnc32)[C@H](O)[C@@H]1O | 1 | 93 | 89 | 88 | 2 | 7 | 94 | 10
CC(C)(C)c1nnc(NC(=O)CN2C(=O)C3C4C=CC(C4)C3C2=O)s1 (stereo unspecified) | 3 | 107 | 99 | 104 | 3 | 1 | 104 | -2
CCOC(=O)c1c(C)[nH]c(C)c1S(=O)(=O)N1c2ccccc2CC1C (stereo unspecified) | 11 | 102 | 98 | 79 | -7 | 0 | 103 | -3
CC(=O)NC(Cc1ccc(O)cc1)C(=O)NN (stereo unspecified) | 8 | 97 | 106 | 106 | 19 | 7 | 102 | 1
Cc1ccc2oc(-c3ccc(NC(=O)c4ccncc4)cc3O)nc2c1 | -2 | 96 | 98 | 96 | 2 | 0 | 96 | 1
COc1ccc(NC(=O)CN(C)S(=O)(=O)c2cnc[nH]2)cc1Cl | 11 | 98 | 104 | 88 | -7 | 3 | 97 | 0
COc1ccc(Br)cc1-c1noc(-c2ccncc2)n1 | 10 | 96 | 97 | 108 | 9 | 0 | . | 10
O=C(NCc1ccco1)C1CCN(S(=O)(=O)c2ccc(-n3cnnn3)cc2)CC1 | 1 | 105 | 106 | 103 | 21 | -4 | 98 | 4
COc1ccc(Nc2cc(Sc3ccc(OC)cc3)ncn2)cc1 | 54* | 99 | 121 | 98 | -3 | -1 | 92 | 8
Additional structures follow.
SMILES | AHR activator | MEP2 TOR yeast | LAP4-GFP MLPCN | Yeast superoxide | GASC-1 inh | proCasp3 act | RPL19A-GFP yeast | procasp7 counter
Cn1c(Oc2ccccc2NCc2cccc(Br)c2)cc(=O)n(C)c1=O | 2 | 104 | 98 | 96 | -8 | 4 | 100 | 4
COc1ccc(N(CC(=O)NCc2ccco2)S(=O)(=O)c2c(C)nn(C)c2C)cc1 | 3 | 102 | 122 | 93 | 12 | -5 | 114 | 8
COCCn1c(C)cc(C(=O)CSc2ccc(NC(C)=O)cc2)c1C | -12 | 99 | 97 | 90 | -6 | -11 | 98 | -10
Fc1ccc(-c2nc3cnccn3c2NC2CCCC2)cc1 | 16 | 68 | 94 | 112 | 5 | -14 | 95 | -4
FC(F)(F)c1cc(N2CCOCC2)nc(-c2ccccc2)n1 | 6 | 97 | 97 | 98 | -3 | 5 | 105 | 8
COc1ccc(-c2nn(-c3ccccc3)cc2C(=O)Nc2nccs2)cc1OC | 14 | 102 | 98 | 109 | 2 | -2 | 99 | -6
Cc1ccc(/C=N/NC(=S)NC2CCCCC2)o1 | 12 | 98 | 103 | 102 | 6 | 9 | 96 | -1
CCOc1ccc(C(C(=O)NC2CCCCC2)N(C(=O)c2csnn2)C2CC2)cc1 (stereo unspecified) | 3 | 103 | 94 | 101 | 1 | 3 | 100 | 2
O=C(CCc1ccc(S(=O)(=O)N2CCOCC2)cc1)Nc1nccs1 | 4 | 102 | 103 | 103 | 0 | -1 | 97 | 12
CC(C)OCCCNC(=O)c1c(N)n(/N=C/c2ccccn2)c2nc3ccccc3nc12 | -4 | 100 | 106 | 122 | -11 | -14 | 97 | -14
Cc1ccc(C)c(NC(=O)CCc2c(C)nn(-c3ccc(N4CCCCC4)nn3)c2C)c1 | 0 | 97 | 100 | 78 | 20 | 4 | 100 | 5
O=C(CCCCn1c(=O)c2ccccc2n(Cc2ccc(F)cc2Cl)c1=O)NCc1ccco1 | -3 | 90 | 84 | 111 | -2 | 4 | 93 | 1
COc1ccc(-c2cc(-c3ccc(O)cc3)nc(N)c2C#N)cc1 | 20 | 101 | 88 | 96 | -2 | 9 | 104 | 2
CN(C)S(=O)(=O)n1cnc([C@@H]2[C@@H]3C(=O)OC[C@@H]3C[C@]23N=CN(Cc2ccccc2)C3=O)c1 | 1 | 101 | 104 | 84 | 5 | 7 | 97 | 24
O=C(COC(=O)c1ccc2c(c1)C(=O)N(c1cccc3ncccc13)C2=O)c1ccc(Cl)cc1 | 0 | 85[may fluoresce red] | 87[may fluoresce red] | 112 | 9 | -3 | ? | 7
CCOc1ccc(NS(=O)(=O)c2c(C)nc3sccn3c2=O)cc1 | 1 | 97 | 105 | 107 | 15 | 5 | 91 | 12

Source: PubChem BioAssay
